Assay outcomes as filed in PubChem BioAssay.
FLuc inh counter = Photinus pyralis luciferase inhibition counter-screen | ATPLite firefly luciferase biochemical luminescence, 10 min | AID 1006 | hit rate 1.5% among 200,000 | inhibition, % at 10 µM;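 active means inhibition above about 50% when tested at 10 µM, limit read from the data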
Target sequence (P08659 whole entry, looked up): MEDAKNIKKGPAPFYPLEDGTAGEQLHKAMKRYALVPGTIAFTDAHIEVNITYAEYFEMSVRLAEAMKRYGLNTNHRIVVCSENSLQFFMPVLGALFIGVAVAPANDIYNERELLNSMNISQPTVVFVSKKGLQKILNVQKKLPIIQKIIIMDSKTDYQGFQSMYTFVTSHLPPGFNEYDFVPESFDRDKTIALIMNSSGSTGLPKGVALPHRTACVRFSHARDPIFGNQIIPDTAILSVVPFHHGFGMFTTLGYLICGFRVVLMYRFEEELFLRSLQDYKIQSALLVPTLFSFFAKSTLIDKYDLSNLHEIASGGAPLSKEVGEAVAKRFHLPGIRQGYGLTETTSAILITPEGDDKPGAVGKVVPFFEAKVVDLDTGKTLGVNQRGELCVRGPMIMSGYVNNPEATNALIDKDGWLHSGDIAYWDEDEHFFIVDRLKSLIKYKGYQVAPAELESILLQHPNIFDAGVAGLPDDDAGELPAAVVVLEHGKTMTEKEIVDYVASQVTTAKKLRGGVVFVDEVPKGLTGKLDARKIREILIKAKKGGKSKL
APP transl inh = APP translation inhibition; inhibition, % at 2 µM; AID 1285; SH-SY5Y APP 5'UTR-luciferase reporter, luminescence; hit rate 0.82% among 190,000;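 active means inhibition above a set limit, derived from the sample mean plus 3 SD, cut at about 45% in these data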; further: values of inactives mirror those of a sister screen read the other way
G6PDH CS = inhibits Leuconostoc G6PDH, flagging false hits in G6PDH-based assays. hit rate 0.12% among 200,000. inhibition, % at 5 µM. Purified L. mesenteroides G6PDH, diaphorase/resazurin coupled fluorescence, 45 min; in the data active means inhibition above about 50%
DTT redox prof = compounds producing H2O2 with reducing agent – biochemical, NIH compound library profiling, artefact control for MLSCN library redox annotation, primary screen; DTT-dependent redox cycling H2O2, phenol red/HRP absorbance; 100% = 100 µM peroxide control, 0% = buffer; activation, % at 10 µM; hit rate 0.03% among 200,000;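 active means activation of at least 50% relative to the plate's high and low controls in the primary single-dose screen; inactive means activation below 50%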;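 further: compound incubated with DTT at 0.8 mM final as the reducing agent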
HMGR II inh = E. faecalis class II HMG-CoA reductase inhibition; AID 1066; purified E. faecalis HMGR, NADPH absorbance 340 nm kinetic; inhibition, % at 10 µM; hit rate 0.41% among 190,000;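 active means inhibition above a set limit, the median over all tested compounds plus 3 SD, cut at about 9.5% in these data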;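 further: enzyme runs in reverse so mevalonate oxidation gives rising NADPH absorbance; 0% = complete reaction with DMSO and 100% = background rate lacking mevalonate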
STAT1 act = increases IFN-gamma driven STAT1 reporter signal; NIH 3T3 STAT1-luciferase reporter, luminescence; 100% = IFN-gamma alone, no compound; activation (% of control), % at 5.5 µM; hit rate 2.6% among 200,000; AID 932;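 active means activation above the screen-wide mean activation plus 3 SD, cut at about 130% in these data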;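 further: raw ratio to IFN-gamma control signal so 100% means no change and 0% no light; values of inactives mirror those of a sister screen read the other way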
APP 5'UTR act = activates APP 5'UTR luciferase reporter; SH-SY5Y APP 5'UTR luciferase reporter, luminescence; zero percent = DMSO vehicle wells; activation, % at 2 µM; hit rate 1% among 190,000; AID 1276;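 active means activation above a set limit, based on mean plus 3 SD of controls, cut at about 140% in these data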; further: values of inactives mirror those of a sister screen read the other way
NF-kB expr up = NF-kB expression increase, human neuronal cells | NF-kB reporter expression; hits give high values | fold change at 12.5 µM | hit rate 1.6% among 190,000 | AID 1239; in the data active means fold change above about 3.3
Hsp70 act = Hsp70 transcriptional activation, primary screen; activation, % at 10 µM; hit rate 0.04% among 200,000; HeLa Hsp70 promoter luciferase reporter, luminescence; scaled: vehicle 0, proteasome-inhibitor control 100%;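 active means activation above the mean across all tested compounds plus 3 SD, cutoff set per campaign, cut at about 5.5% in these data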;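 further: 100% = MG132 at 30 µM as the positive control and 0% = DMSO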
FLuc act counter = firefly luciferase counter-screen for stimulation assays; ATPlite luciferase biochemical, luminescence, 10 min; 0 = ATP-free wells, 1 = DMSO control; activation factor at 10 µM; 200,000 tested, under 10 active; AID 1027;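 active means luciferase activation factor, scaled between plate controls, of at least 2 with compound at 10 µM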
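Assay system: Luciferase/luciferin reagent mix; Medium: PBS as buffer for the ATP substrate; Dosing: test compounds dosed from 2 mM stocks in 100% DMSO; Times: 10 min, room temperature; Signal: luminescence from luciferase reaction; Read-out: luciferase activation; Controls: No-ATP low control, compound-free enzyme-plus-ATP high control.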
An asterisk follows results filed as active; · = no result given. Compounds were not picked by outcome. About 5.3% of those tested had a hit in this group.

Screens in order – G6PDH CS	DTT redox prof	Hsp70 act	NF-kB expr up	HMGR II inh	APP transl inh	FLuc act counter	APP 5'UTR act	FLuc inh counter	STAT1 act
CSc1ccc(/C=N/N2CCN(Cc3ccc(C)cc3C)CC2)cc1
→ 7.1	-1.8	-0.3	1.22	7.8	-15.2	1.1	15.2	-8.2	95.2
COc1cccc(C2=NOC(C(=O)Nc3ccc(C(C)=O)cc3)C2)c1 (configuration not stated)
→ 21.6	2.9	0.4	1.52	-7.8	-10.1	1	10.1	-2.0	114.1
CC(NC(=O)COc1ccccc1)C(c1ccccc1)N1CCN(C)CC1 (configuration not stated)
→ -0.2	5.8	0.0	0.97	-2.4	-14.9	1	14.9	-2.8	99.6
CN(C(=S)Nc1ccccc1F)C1(c2ccccc2Cl)CCCCC1=O (configuration not stated)
→ 5.3	-5.6	-0.3	1.33	-2.5	6.4	1	-6.4	-3.1	99.9
COc1cc([N+](=O)[O-])cc2cc(C(=O)NC(C)(C)C)c(=O)oc12
→ 15.8	-0.5	0.2	1.14	-0.4	-5.0	1	5.0	-2.0	86.5
C(=N\n1cnnc1)/c1cn(Cc2ccccc2)c2ccccc12
→ -2.4	0.5	-0.4	0.79	3.5	10.1	1	-10.1	-3.9	98.2
O=C(Cn1cnc2ccccc2c1=O)NCCC(=O)N1CCN(Cc2ccccc2)CC1
→ -2.6	2.2	-0.2	1.1	0.0	7.4	1	-7.4	-1.4	92.9
C=CCOc1ccc(C2/C(=C(\O)c3ccc(F)cc3)C(=O)C(=O)N2CCCN(C)C)cc1 (configuration not stated)
→ 6.8	0.6	-0.2	1.19	-1.9	-3.2	1	3.2	-3.4	95.5
CCOC(=O)COn1c(=O)c(=O)n(O)c2ccccc21
→ 9.7	0.4	0.1	1.04	0.4	-13.2	1.1	13.2	-5.1	98.7
Brc1ccc(-c2cn3c(n2)SCC3)cc1
→ 11.5	0.8	0.1	5.16*	-5.0	-157.2	0.7	157.2*	31.9	166.0*
Cc1ccccc1-n1c(Cn2c(=O)sc3ccccc32)nnc1SC(C)C
→ 2.0	0.1	-0.3	1.2	-4.4	-7.3	1	7.3	2.4	102.6
CCC(=O)N/N=C(\C)CC(=O)Nc1ccc(F)cc1
→ -3.9	-0.3	-0.2	1.08	3.6	5.8	1	-5.8	-3.9	102.3
CC1CCCCN1S(=O)(=O)c1ccc(NC(=O)CSc2nnnn2C)cc1 (configuration not stated)
→ -1.2	0.3	0.5	0.87	-0.1	-9.0	1.1	9.0	-5.9	97.0
COc1ccc(-n2c(=O)c3ccccc3c3ccccc3c2=O)c(OC)c1
→ 14.0	0.1	-0.3	1.02	-3.7	-4.5	1	4.5	-1.9	92.6
Cc1cccc(NC(=O)CN2CCCN(S(=O)(=O)c3ccc(Br)s3)CC2)c1
→ -3.6	-0.1	-0.3	1.03	-3.3	-12.0	1.1	12.0	-7.9	98.9

Next entries:
Screens in order – G6PDH CS	DTT redox prof	Hsp70 act	NF-kB expr up	HMGR II inh	APP transl inh	FLuc act counter	APP 5'UTR act	FLuc inh counter	STAT1 act
CCOC(=O)N1CCC(Nc2c(Nc3ccc(C)c(C)c3)c(=O)c2=O)CC1
→ 1.1	2.1	-0.3	0.96	-3.6	-14.4	1	14.4	-4.6	110.6
CCOc1cc(C(=S)N2CCOCC2)ccc1OC
→ 0.8	-2.9	-0.1	1.24	-5.1	-14.3	1.1	14.2	-5.9	96.3
Cn1c(SCc2ccc(F)cc2)nnc1-c1ccccn1
→ -2.5	1.1	0.5	2.3	-3.2	-71.0	1	71.0	3.5	139.7*
CC(=O)c1ccc(OCC(C)C)c(CC(C(N)=O)C(N)=O)c1
→ 7.1	-1.1	-0.4	1.24	-6.0	-4.3	1.1	4.3	-8.0	96.5
Cc1nnc(NCc2n[nH]c(=O)c3ccccc23)c2ccccc12
→ 0.4	0.2	-0.3	0.91	-5.4	-16.2	1	16.2	-3.7	108.2
COC(=O)c1cccc(S(=O)(=O)N(Cc2ccco2)Cc2cc3ccc(OC)cc3[nH]c2=O)c1
→ 2.2	0.5	-0.1	0.62	2.6	-9.4	1	9.4	-4.1	113.6
CN1CCN(c2ccccc2NC(=O)COc2ccc(Br)cc2)CC1
→ -4.6	0.1	-0.4	0.78	-0.5	-2.1	1	2.1	-1.6	99.5
OCC1CCCN(C(=S)Nc2ccc(Oc3ccccc3)cc2)C1 (configuration not stated)
→ 6.1	-0.8	0.2	2.36	-3.5	-68.6	0.9	68.6	5.8	147.0*
O=c1cc(CN2CCOCC2)nc(C2CC2)[nH]1
→ 2.5	1.7	-0.3	1.06	-3.4	0.6	1.1	-0.6	-5.1	98.3
Cc1ccc(-c2nc(C)sc2CC(=O)NCc2ccco2)cc1
→ 5.3	2.1	-0.1	0.84	-1.3	3.8	1	-3.8	-3.5	96.2
CCCOC(=O)CC1C(=O)NCCN1Cc1ccc(F)cc1 (configuration not stated)
→ 3.6	-2.9	-0.4	1.1	3.3	-1.5	1.1	1.5	-5.4	105.4
CCS(=O)(=O)NCc1ccc2[nH]c3c(c2c1)CCCC3
→ 24.8	0.1	0.2	0.87	-6.5	-10.6	1	10.6	-3.0	103.1
O=C(c1ccc(Br)o1)N(c1ccc(Br)cc1)C1C=CS(=O)(=O)C1 (configuration not stated)
→ -10.4	1.1	-0.2	1.4	-2.2	-14.0	1	14.0	-4.1	106.0
COc1ccc(NC(=S)Nc2nc(CC(=O)Nc3ccccc3OC)cs2)cc1
→ 2.8	-3.5	0.8	1.14	-7.0	-4.3	1	4.3	-3.8	97.5
COc1ccc(CCN(Cc2cccs2)S(=O)(=O)c2ccc(-n3cnnn3)c(OC)c2)cc1OC
→ 4.9	0.2	0.1	1.29	-6.6	3.1	1	-3.1	-3.1	101.9

A different layout for some results above:
| smiles | G6PDH CS | DTT redox prof | Hsp70 act | NF-kB expr up | HMGR II inh | APP transl inh | FLuc act counter | APP 5'UTR act | FLuc inh counter | STAT1 act |
| --- | --- | --- | --- | --- | --- | --- | --- | --- | --- | --- |
| O=C(c1ccc(Br)o1)N(c1ccc(Br)cc1)C1C=CS(=O)(=O)C1 (configuration not stated) | -10.4 | 1.1 | -0.2 | 1.4 | -2.2 | -14.0 | 1 | 14.0 | -4.1 | 106.0 |
| CC(=O)c1ccc(OCC(C)C)c(CC(C(N)=O)C(N)=O)c1 | 7.1 | -1.1 | -0.4 | 1.24 | -6.0 | -4.3 | 1.1 | 4.3 | -8.0 | 96.5 |
| CCCOC(=O)CC1C(=O)NCCN1Cc1ccc(F)cc1 (configuration not stated) | 3.6 | -2.9 | -0.4 | 1.1 | 3.3 | -1.5 | 1.1 | 1.5 | -5.4 | 105.4 |
| Cn1c(SCc2ccc(F)cc2)nnc1-c1ccccn1 | -2.5 | 1.1 | 0.5 | 2.3 | -3.2 | -71.0 | 1 | 71.0 | 3.5 | 139.7* |
| Cc1nnc(NCc2n[nH]c(=O)c3ccccc23)c2ccccc12 | 0.4 | 0.2 | -0.3 | 0.91 | -5.4 | -16.2 | 1 | 16.2 | -3.7 | 108.2 |

(further entries)
Screens in order – G6PDH CS	DTT redox prof	Hsp70 act	NF-kB expr up	HMGR II inh	APP transl inh	FLuc act counter	APP 5'UTR act	FLuc inh counter	STAT1 act
CC(=O)c1ccc(NC(=O)Nc2ccc(Br)cc2C)cc1
→ 4.1	-1.3	-0.2	0.99	-9.3	10.2	1	-10.2	-3.6	100.4
Cc1ccc2nc3c(cc(C#N)c(=N)n3Cc3cccnc3)c(=O)n2c1
→ 5.8	-0.3	-0.4	0.99	-3.9	-4.5	1.1	4.5	-6.0	102.5
CS(=O)(=O)N1CCN(c2ccc([N+](=O)[O-])c(SCc3ccco3)c2)CC1
→ 13.3	0.4	0.1	1.45	6.3	-7.9	1.1	7.9	-6.6	99.5
CN(c1ccccc1C(=O)Nc1cccc([N+](=O)[O-])c1)S(C)(=O)=O
→ -1.0	-0.2	-0.2	1.08	-3.1	9.7	1.1	-9.7	-6.3	105.9
Cc1ccccc1NC(=O)CSc1nc2cc3c(cc2cc1C)CCC3
→ 2.1	-6.5	0.1	1.12	1.0	-0.8	1	0.8	-4.8	103.4
CCc1noc(C)c1C(=O)N1CCCC(CCC(=O)NCc2ccc(F)c(F)c2)C1 (configuration not stated)
→ 14.4	0.8	0.0	1.36	-4.6	9.8	1.1	-9.8	-6.6	101.5
Cc1ccc(-c2cc(C(F)(F)F)n3ncc(C(=O)O)c3n2)cc1
→ 10.4	-0.5	-0.3	1.15	-1.6	-1.6	1	1.6	-4.8	92.5
Cc1ccc(S(=O)(=O)NNC(=S)Nc2ccccc2)cc1
→ 3.4	0.2	-0.2	1.16	-2.5	-22.2	1.1	22.2	-5.2	102.0
O=C(CN(Cc1cccs1)C(=O)CNS(=O)(=O)c1ccc(F)cc1)NCC1CCCO1 (configuration not stated)
→ 30.6	-1.4	-0.2	1.18	-4.7	7.6	1.1	-7.6	-6.4	99.5
CCOc1ccccc1NC(=S)NCc1ccco1
→ 11.9	0.1	0.6	0.81	-3.6	-0.3	1	0.3	1.6	100.8
COc1ccc(/C=N/NC(=O)c2ccc(Cl)cc2Cl)cc1COC(C)=O
→ 0.1	-0.7	-0.2	1.08	-4.1	-2.1	1.1	2.1	-6.4	91.4
CC(=O)Nc1ccc(-c2csc(NC(=O)Nc3ccccc3)n2)cc1
→ -0.4	0.5	-0.1	1.32	-5.4	14.7	1	-14.7	-0.4	95.7
COc1ccc(NC(=O)Nc2cccc(OC)c2)cc1
→ ·	0.2	-0.1	·	·	-65.6	·	65.6	·	116.7
CC(C)(C)NC(=O)COC(=O)c1ccccc1C(=O)c1ccccc1
→ 7.2	0.1	-0.1	1.07	0.1	-2.8	1.1	2.8	-9.7	92.3
Cc1cc[n+](-c2[nH]c(=O)sc2/C=N/NC([S-])=Nc2ccccc2)cc1
→ -13.7	1.1	0.0	1.23	-9.8	-3.7	1	3.7	-4.6	96.1

The results go on.
Screens in order – G6PDH CS	DTT redox prof	Hsp70 act	NF-kB expr up	HMGR II inh	APP transl inh	FLuc act counter	APP 5'UTR act	FLuc inh counter	STAT1 act
NC(=O)c1cc(S(=O)(=O)NC2CCCCC2)co1
→ -0.3	-0.5	0.1	1.1	-2.0	4.6	1.1	-4.6	-8.2	105.0
COc1cccc(NC(=O)Cn2c(CCC(=O)O)ccc2-c2cccs2)c1
→ 2.2	-0.2	0.1	1.23	-0.2	1.1	1.1	-1.1	-7.5	97.0
CC(C)(C)NC(=O)NC(=O)COC(=O)CNC(=O)c1cccc(F)c1
→ 1.5	-0.5	0.2	1.05	-8.7	-6.1	1	6.1	-3.1	96.2
Cn1nc(N)c2c(-c3ccc(Cl)cc3)c(C#N)c(N)nc21
→ 1.5	-0.8	-0.5	0.93	-6.7	12.3	1	-12.3	-3.9	105.6
O=C1CC(O)(C(F)F)Oc2ccc3ccccc3c21 (configuration not stated)
→ 11.1	1.6	-0.1	1.45	1.7	-4.4	1	4.4	0.1	92.1
Oc1ccc(CNCC2COc3ccccc3O2)cc1 (configuration not stated)
→ -3.6	2.4	0.0	1.23	-3.6	-3.3	1	3.3	-3.9	94.6
